Source: PubChem
KOR beta-arrestin-1: KOR antagonists, beta-arrestin recruitment, cell-based, luminescence, uHTS (AID 1778); Kappa-type opioid receptor (Homo sapiens); 290,000 compounds, 0.091% hits; inhibition, % at 10 µM, or IC50 in µM where a hit was titrated; KOR beta-arrestin recruitment, luminescence, antagonist mode; higher % means a stronger effect; in the data active means inhibition above about 50%; further: strong numbers were not always called active
West Nile antiviral: West Nile virus antiviral activity, cell-based, CPE readout (AID 1621); West Nile virus-infected cells, CPE inhibition; higher % means a stronger effect; one-dose CPE inhibition, % at 10 µM; IC50 in µM for titrated hits; 290,000 compounds, 0.02% hits; in the data active means a potency from the dose series; further: strong numbers were not always called active
T cell modulator: modulators of CD8 T cell-vesicle binding, primary screen, mouse 2C CD8+ T cells, flow cytometry; 2C CD8+ T cell-vesicle binding; hits give low values; calls only at 7 µM; 330,000 compounds, 0.068% hits; AID 2052, 2009;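 active means response, share of CD8 T cells binding vesicles, and their 90th percentile fluorescence all below set limits, cut at about 80% in these data, passing the limit was not always enough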
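incubation = binding step 1.5 h, 37 °C, antibody labelling 20 min, ice | test system = 2C mouse CD8+ T cells | read-out basis = percent CD8+ FL2 mean versus row control | controls = Peptide-free naked vesicles (low) and QL9 vesicles with 0.7% DMSO vehicle (high) | detection = flow cytometry of vesicle-bound cells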
GPR55 beta-arrestin: GPR55 agonists via beta-arrestin recruitment, primary screen, imaging, U2OS cells, beta-arrestin-GFP redistribution (AID 1961); G-protein coupled receptor 55 (Homo sapiens); U2OS GPR55 beta-arrestin-GFP redistribution imaging; higher % means a stronger effect; activation, % at 10 µM, or EC50 in µM where a hit was titrated; 290,000 compounds, 0.048% hits;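 active means activation above 40% with more than 50 cells counted in the well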;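 further: U2OS osteosarcoma cells stably expressing GPR55 and beta-arrestin-GFP; plate controls were DMSO negative control for no effect and LPI positive control for full effect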
PhoP inhibition: inhibitors of PhoP regulon expression, primary screen, Salmonella Typhimurium, GFP reporter (AID 1863) | S. Typhimurium PhoP-regulated promoter GFP reporter, 4 h; higher % means a stronger effect | inhibition, % at 50 µM, or IC50 in µM where a hit was titrated | 300,000 compounds, 0.16% hits;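 active means inhibition over 29.93%, a cutoff 3 SD above the screen mean, later confirmed by dose response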;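 further: 0% = low Mg2+ inducing control and 100% = high Mg2+ repressing control; strong numbers were not always called active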
NTR1 agonist: agonists of NTR1, primary screen, imaging, U2OS cells, beta-arrestin-GFP, high content (AID 493036); Neurotensin receptor type 1 (Homo sapiens), P30989; NTR1-U2OS beta-arrestin-GFP spot imaging, agonist mode; activation, % at 20 µM; 330,000 compounds, 0.17% hits;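 active means activation at or above 40% of the spot to cytoplasm intensity ratio, with at least 20 cells analyzed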;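 further: 0% = DMSO without peptide and 100% = 100 nM NTR1 peptide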
Target sequence (P30989 whole entry, looked up): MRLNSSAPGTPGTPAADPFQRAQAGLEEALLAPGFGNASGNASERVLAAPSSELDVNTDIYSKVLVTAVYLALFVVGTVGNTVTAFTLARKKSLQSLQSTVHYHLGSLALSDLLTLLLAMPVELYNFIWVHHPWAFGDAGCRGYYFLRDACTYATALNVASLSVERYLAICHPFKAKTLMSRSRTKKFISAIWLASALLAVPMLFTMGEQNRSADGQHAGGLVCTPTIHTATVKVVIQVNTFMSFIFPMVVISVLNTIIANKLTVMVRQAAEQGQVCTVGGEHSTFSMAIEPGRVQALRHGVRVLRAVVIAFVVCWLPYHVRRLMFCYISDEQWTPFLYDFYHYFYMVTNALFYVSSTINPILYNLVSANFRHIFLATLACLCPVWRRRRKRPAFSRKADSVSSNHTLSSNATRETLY
KOR beta-arrestin-2: KOR agonists, beta-arrestin recruitment, primary screen, cell-based, luminescence, uHTS (AID 1777). Kappa-type opioid receptor (Homo sapiens). KOR beta-arrestin recruitment, luminescence; higher % means a stronger effect. one-dose activation, % at 10 µM; EC50 in µM for titrated hits. 280,000 compounds, 0.02% hits; in the data active means activation above about 50%, passing the limit was not always enough; further: a part of the inactive calls stands beside numbers as strong as those of hits
GPR55 antagonists: GPR55 antagonists blocking LPI-driven arrestin recruitment, primary screen, imaging, U2OS, beta-arrestin-GFP, LPI agonist (AID 2013). G-protein coupled receptor 55 (Homo sapiens). U2OS GPR55 beta-arrestin-GFP translocation imaging, LPI antagonism; higher % means a stronger effect. one-dose inhibition, % at 10 µM; IC50 in µM for titrated hits. 290,000 compounds, 0.13% hits;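 active means spots per cell inhibited over 60%, with over 100 cells counted and total cytoplasm intensity under 500,000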;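 further: U2OS cells stably carrying GPR55 and arrestin-GFP stimulated by 5 µM LPI near EC80; imaged beta-arrestin-GFP aggregate spots per cell after agonist stimulation; plate controls were LPI-stimulated DMSO wells for no effect and DMSO wells without LPI for full effect; some results filed as inactive read as strong as hits; confirmed hits need IC50 under 10 µM and bright autofluorescent wells are also inconclusive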
GPR35 antagonists: GPR35 antagonists blocking zaprinast-driven arrestin recruitment, primary screen, imaging, U2OS, beta-arrestin-GFP, zaprinast agonist (AID 2058) | G-protein coupled receptor 35 (Homo sapiens) | U2OS GPR35 beta-arrestin-GFP translocation imaging, zaprinast antagonism; higher % means a stronger effect | one-dose inhibition, % at 10 µM; IC50 in µM for titrated hits | 290,000 compounds, 0.052% hits;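 active means inhibition of at least 50% with at least 30 cells and total cytoplasm GFP at most 10,000,000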
T cell modulator vesicle-bound %: further read-out of T cell modulator, marked with its call; double positive events, %; measured here: CD8+ vesicle-bound cell fraction;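 binding gate set so that unloaded-vesicle control wells show 10% double positive cells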
NTR1 agonist cell count 20 µM: also measured in NTR1 agonist; calls as there; cell count; measured here: cell count, cytotoxicity flag
Numbers without * were called inactive; i = inactive; / = not tested or not shown; [ ] = remark or other dose.

SMILES	KOR beta-arrestin-1	West Nile antiviral	T cell modulator	T cell modulator vesicle-bound %	GPR55 beta-arrestin	PhoP inhibition	NTR1 agonist	NTR1 agonist cell count 20 µM	KOR beta-arrestin-2	GPR55 antagonists	GPR35 antagonists
O=C(COc1ccccc1)NNC(=S)NC(=O)c1ccc(Cl)cc1Cl	22%	0.2%	i	40	0.0%	2%	-1.5	68	11%	6%	-2%
COc1ccc(C2CC(=O)C=C(O)C2)cc1 (centres undefined)	-11%	0.5%	i	39	0.1%	4%	0.6	46	-0.3%	0%	-4%
O=S(Cc1ccc(Cl)cc1)CC(O)COCc1ccc(Cl)cc1 (centres undefined)	-2%	-0.9%	i	56	-0.2%	3%	-1.1	69	-5.4%	-2%	0%
CC1=CCC(C(=O)O)C(C(=O)Nc2nc3ccc(S(C)(=O)=O)cc3s2)C1 (centres undefined)	3%	0.2%	i	54	-0.3%	0%	2.5	74	2.2%	-6%	-11%
CCOC(=O)CSc1nnc(CNc2ccc(F)cc2)o1	14%	0.0%	i	33	0.0%	-7%	-1.0	85	-3.4%	34%	6%
CCCN1CCN(CCCNC(=O)CN2C(=O)COc3ccccc32)CC1	-62%	-0.7%	i	54	0.4%	13%	-0.7	52	1.2%	-9%	-16%
Cn1cccc1CC(=O)NNC(=O)Nc1ccc(Cl)cc1	8%	0.1%	i	52	-0.2%	5%	0.7	64	0.6%	-6%	-14%
COC(=O)c1ccc(N(CC(=O)NC2CCCCC2)C(=O)CNC(=O)c2ccco2)cc1	-19%	-0.5%	i	45	-0.2%	12%	1.1	49	-4.0%	-4%	2%
COc1ccc(NC(=O)NC(C)c2ccc3c(c2)OCO3)c(OC)c1 (centres undefined)	4%	0.2%	i	6	0.4%	-6%	0.9	62	-0.6%	2%	-1%
CCn1c(COc2ccc3c(c2)OCO3)nnc1SCC(=O)c1ccccc1	-21%	-0.2%	i	2	-0.4%	-6%	-0.3	38	-3.2%	5%	12%
Cc1cc(NC(=O)CCC(=O)N(CC(=O)NCC2CCCO2)c2ccc(Cl)c(Cl)c2)no1 (centres undefined)	-23%	-0.5%	i	54	-0.2%	7%	-0.1	54	-2.3%	10%	4%
CCOC(=O)c1[nH]c(C)c(C(=O)NCCN2CCOCC2)c1C	-18%	0.1%	i	63	0.7%	2%	-1.1	52	-3.5%	5%	4%

Look-ups from the results shown:
CCOC(=O)CSc1nnc(CNc2ccc(F)cc2)o1 – T cell modulator vesicle-bound %: 33
O=C(COc1ccccc1)NNC(=S)NC(=O)c1ccc(Cl)cc1Cl – NTR1 agonist: -1.5

(more compounds)
SMILES	KOR beta-arrestin-1	West Nile antiviral	T cell modulator	T cell modulator vesicle-bound %	GPR55 beta-arrestin	PhoP inhibition	NTR1 agonist	NTR1 agonist cell count 20 µM	KOR beta-arrestin-2	GPR55 antagonists	GPR35 antagonists
Cc1noc2ncnc(Oc3ccc4ccccc4c3)c12	-2%	/	i	31	0.8%	6%	0.2	41	1.8%	16%	0%
Cc1ccc2cc(CN(Cc3ccco3)C(=O)NC3CCCCC3)c(=O)[nH]c2c1C	24%	-0.4%	i	39	0.0%	-1%	1.6	43	-4.0%	7%	10%
O=C(CSc1nnc(CNC(=O)c2ccc(F)cc2)o1)Nc1nccs1	-14%	0.3%	i	72	-0.1%	-6%	0.2	54	1.3%	-1%	-3%
CCOc1ccccc1CNC(=O)CCN1C(=O)COc2ccccc21	2%	-0.4%	i	27	-0.3%	2%	-0.5	40	-3.9%	6%	-2%
COc1cc(C(=O)Nc2ccc3nc4n(c(=O)c3c2)CCCC4)ccc1Br	-22%	-0.6%	i	62	0.0%	7%	0.8	84	-4.7%	1%	-13%
COC(=O)c1cc(NC(=S)Nc2cc(Cl)cc(Cl)c2)cc(C(=O)OC)c1	9%	-0.2%	i	62	-0.2%	5%	0.0	90	5.8%	-7%	-8%
O=C(NCCc1cccc(Cl)c1)c1cccc([N+](=O)[O-])c1	36%	-0.1%	i	38	-0.5%	-1%	3.1	63	-1.9%	16%	-2%
Cc1ccc(C(=O)N2CCN(c3ccc(NC(=O)CSc4ccc(Cl)cc4)cc3)CC2)cc1	57%	1.0%	i	51	0.4%	5%	1.8	79	1.6%	0%	-1%
CCCCOC(=O)/C(=C/c1cn(C)c2ccccc12)NC(=O)c1ccc(OC)cc1	-14%	-0.9%	i	14	0.6%	0%	1.0	57	7.0%	10%	-6%
O=C(CCCNS(=O)(=O)c1cccc2nsnc12)NCc1ccc(Cl)cc1	-16%	-0.4%	i	59	-0.1%	7%	-0.1	76	2.8%	-5%	-9%
CN(C)CCCN(C(=O)COc1ccccc1)c1nc2c(F)cccc2s1	-9%	0.0%	i	52	-0.3%	-4%	-1.5	66	2.0%	6%	8%
C=CCSc1nnc(Cn2c(=O)sc3ccccc32)n1C	-16%	-0.5%	i	67	-0.5%	1%	2.9	47	0.9%	5%	4%
Cc1cc(C)cc(Cn2ncc(Cl)c(Cl)c2=O)c1	32%	-2.3%	i	53	0.4%	0%	/	/	-6.7%	27%	20%
COc1cccc(/C=C(\C(=O)O)c2ccccc2)c1	22%	0.7%	i	44	-0.4%	-1%	1.8	45	2.1%	6%	-13%
COC(=O)Cc1ccc(NC(=S)NNC(=O)C2CC2)cc1	6%	0.0%	i	32	-0.3%	-6%	-0.8	44	-0.5%	-6%	0%
CCc1ccc(NC(=O)Nc2cccc(OC)c2)cc1	-1%	-0.4%	i	64	-0.2%	-2%	1.3	74	-1.5%	2%	2%
CCc1ccccc1N(CC(=O)NCc1ccc(OC)cc1)C(=O)CCC(=O)Nc1ccccn1	-4%	-0.8%	i	18	0.5%	3%	-0.9	61	-0.1%	-2%	-8%
OC(COc1ccc(CNCCc2ccc(C(F)(F)F)cc2)cc1)CN1CCCCC1 (centres undefined)	-9%[20 µM]	32%	i	34	0.2%	29%	0.4	41	/	18%	18%
Cc1onc(-c2ccccc2Cl)c1C(=O)Nc1cccc2nsnc12	-13%	-0.4%	i	16	0.0%	0%	3.2	88	5.4%	-3%	5%
COc1ccc(NC(=O)CCc2nnc3ccc(N4CCN(c5cccc(OC)c5)CC4)nn23)cc1	-19%	0.1%	i	7	0.2%	-8%	1.1	70	7.9%	11%	-4%
O=C(O)c1cccnc1SCc1ccc([N+](=O)[O-])cc1	8%	0.1%	i	66	-0.1%	1%	-1.7	91	-2.1%	-5%	-6%
Nc1nonc1-n1nnc(C(=O)N/N=C/c2ccco2)c1-c1ccccc1	-20%	0.0%	i	23	-0.2%	1%	0.2	52	-3.5%	-6%	-9%
O=C(Nc1ccc(Cl)cc1)N1N=CCC1c1ccccc1 (centres undefined)	22%	-0.1%	i	42	-0.2%	-8%	0.0	45	2.1%	-4%	7%
COc1cc(C(=O)Nc2cc(C)cc(C)c2)c(-n2cnnn2)cc1OC	-8%[20 µM]	-0.5%	i	13	-0.1%	4%	0.0	42	/	1%	6%
Cc1ccc(N(C)S(=O)(=O)c2cc(-c3cnc(C4CC4)o3)ccc2C)cc1	-21%	3.1%	i	20	-0.1%	-2%	38	68	3.7%	-2%	-14%
CCOc1ccc(-c2noc(CCC(=O)NC3CCCC3)n2)cc1OC	-19%	-0.9%	i	54	0.3%	-1%	0.0	45	-3.9%	-3%	-10%
O=S(=O)(NCC1CCCN(Cc2ccccc2)C1)c1cccc2cccnc12 (centres undefined)	28%	-0.8%	i	66	0.3%	-2%	0.9	59	-1.2%	13%	-8%

Of the compounds above, these contain an aryl thioether with sulfur outside any ring.
SMILES	KOR beta-arrestin-1	West Nile antiviral	T cell modulator	T cell modulator vesicle-bound %	GPR55 beta-arrestin	PhoP inhibition	NTR1 agonist	NTR1 agonist cell count 20 µM	KOR beta-arrestin-2	GPR55 antagonists	GPR35 antagonists
CCOC(=O)CSc1nnc(CNc2ccc(F)cc2)o1	14%	0.0%	i	33	0.0%	-7%	-1.0	85	-3.4%	34%	6%
CCn1c(COc2ccc3c(c2)OCO3)nnc1SCC(=O)c1ccccc1	-21%	-0.2%	i	2	-0.4%	-6%	-0.3	38	-3.2%	5%	12%
O=C(CSc1nnc(CNC(=O)c2ccc(F)cc2)o1)Nc1nccs1	-14%	0.3%	i	72	-0.1%	-6%	0.2	54	1.3%	-1%	-3%
Cc1ccc(C(=O)N2CCN(c3ccc(NC(=O)CSc4ccc(Cl)cc4)cc3)CC2)cc1	57%	1.0%	i	51	0.4%	5%	1.8	79	1.6%	0%	-1%
C=CCSc1nnc(Cn2c(=O)sc3ccccc32)n1C	-16%	-0.5%	i	67	-0.5%	1%	2.9	47	0.9%	5%	4%
O=C(O)c1cccnc1SCc1ccc([N+](=O)[O-])cc1	8%	0.1%	i	66	-0.1%	1%	-1.7	91	-2.1%	-5%	-6%
